Compound activity deposited in PubChem by several laboratories.
PhoP inhibition = PhoP-dependent GFP reporter repression – Salmonella Typhimurium, primary screen (AID 1863). hit rate 0.16% among 300,000. inhibition, % at 50 µM, or IC50 in µM where a hit was titrated. S. Typhimurium PhoP-regulated promoter GFP reporter, 4 h; higher % means a stronger effect;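 active = inhibition over 29.93%, a cutoff 3 SD above the screen mean, later confirmed by dose response; inconclusive = inhibition over 29.93% but no dose response follow-up; inactive = inhibition at most 29.93% or unconfirmed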;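 also: 0% = low Mg2+ inducing control and 100% = high Mg2+ repressing control; strong numbers were not always called active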
GPR35 arrestin U2OS = GPR35 antagonists blocking zaprinast-driven arrestin recruitment, primary screen, imaging, U2OS, beta-arrestin-GFP, zaprinast agonist (AID 2058). inhibition, % at 10 µM; hits with a dose series show IC50 in µM. hit rate 0.052% among 290,000. U2OS GPR35 beta-arrestin-GFP translocation imaging, zaprinast antagonism; higher % means a stronger effect;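 active = inhibition of at least 50% with at least 30 cells and total cytoplasm GFP at most 10,000,000; inconclusive = under 30 cells or total GFP of 10,000,000 plus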
NTR1 ag = NTR1-driven beta-arrestin-GFP spot formation – imaging, U2OS cells, high content, primary screen (AID 493036); P30989; hit rate 0.17% among 330,000; activation, % at 20 µM; agonist mode;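 active = activation at or above 40% of the spot to cytoplasm intensity ratio, with at least 20 cells analyzed; inconclusive = wells under 20 cells, flagged as cytotoxic or low count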;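 also: 0% = DMSO without peptide and 100% = 100 nM NTR1 peptide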
Target sequence (P30989 whole entry, looked up): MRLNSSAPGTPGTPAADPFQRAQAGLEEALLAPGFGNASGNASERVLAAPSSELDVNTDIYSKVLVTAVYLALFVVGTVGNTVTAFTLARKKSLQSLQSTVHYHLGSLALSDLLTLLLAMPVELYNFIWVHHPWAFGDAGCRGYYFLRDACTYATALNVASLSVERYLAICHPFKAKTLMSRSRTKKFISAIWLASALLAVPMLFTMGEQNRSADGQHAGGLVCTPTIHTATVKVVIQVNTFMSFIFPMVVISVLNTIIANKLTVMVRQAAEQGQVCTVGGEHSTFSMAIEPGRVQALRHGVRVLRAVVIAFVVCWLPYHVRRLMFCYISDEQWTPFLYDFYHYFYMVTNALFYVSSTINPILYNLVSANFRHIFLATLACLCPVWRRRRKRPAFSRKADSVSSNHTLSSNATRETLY
GPR55 beta-arrestin = GPR55 agonists via beta-arrestin recruitment, primary screen, imaging, U2OS cells, beta-arrestin-GFP redistribution (AID 1961); U2OS GPR55 beta-arrestin-GFP redistribution imaging; higher % means a stronger effect; activation, % at 10 µM, or EC50 in µM where a hit was titrated; hit rate 0.048% among 290,000;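 active = activation above 40% with more than 50 cells counted in the well; inconclusive = wells holding fewer than 50 cells, flagged as toxic or sparse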;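 also: U2OS osteosarcoma cells stably expressing GPR55 and beta-arrestin-GFP; plate controls were DMSO negative control for no effect and LPI positive control for full effect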
West Nile virus CPE = West Nile virus antiviral activity, cell-based, CPE readout (AID 1621); CPE inhibition, % at 10 µM; hits with a dose series show IC50 in µM; West Nile virus-infected cells, CPE inhibition; higher % means a stronger effect; hit rate 0.02% among 290,000; in the data active = a potency from the dose series; inconclusive = CPE inhibition mostly from about 3.7% at the one dose, without a potency; inactive = the rest, 99 in 100 with CPE inhibition below about 2.2%; also: strong numbers were not always called active
KOR beta-arrestin-1 = kappa opioid receptor activators – cell-based, luminescence, uHTS, primary screen (AID 1777). KOR beta-arrestin recruitment, luminescence; higher % means a stronger effect. activation, % at 10 µM; hits with a dose series show EC50 in µM. hit rate 0.02% among 280,000; in the data active = activation above about 50%, passing the limit was not always enough; also: a part of the inactive calls stands beside numbers as strong as those of hits
KOR beta-arrestin-2 = KOR antagonists, beta-arrestin recruitment, cell-based, luminescence, uHTS (AID 1778); inhibition, % at 10 µM; hits with a dose series show IC50 in µM; hit rate 0.091% among 290,000; KOR beta-arrestin recruitment, luminescence, antagonist mode; higher % means a stronger effect; in the data active = inhibition above about 50%; also: strong numbers were not always called active
GPR55 antagonists = inhibition of LPI-stimulated GPR55 beta-arrestin translocation – imaging, U2OS, beta-arrestin-GFP, LPI agonist, primary screen (AID 2013). U2OS GPR55 beta-arrestin-GFP translocation imaging, LPI antagonism; higher % means a stronger effect. inhibition, % at 10 µM; hits with a dose series show IC50 in µM. hit rate 0.13% among 290,000;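 active = spots per cell inhibited over 60%, with over 100 cells counted and total cytoplasm intensity under 500,000; inconclusive = wells with under 100 cells, flagged as likely toxic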;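 also: U2OS cells stably carrying GPR55 and arrestin-GFP stimulated by 5 µM LPI near EC80; imaged beta-arrestin-GFP aggregate spots per cell after agonist stimulation; plate controls were LPI-stimulated DMSO wells for no effect and DMSO wells without LPI for full effect; some results filed as inactive read as strong as hits; confirmed hits need IC50 under 10 µM and bright autofluorescent wells are also inconclusive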
T cell HTS = modulates CD8 T cell binding to vesicles. 2C CD8+ T cell-vesicle binding, flow cytometry; active compounds read low. calls only at 7 µM. hit rate 0.068% among 330,000;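 active = response, share of CD8 T cells binding vesicles, and their 90th percentile fluorescence all below set limits, cut at about 80% in these data, passing the limit was not always enough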
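material = purified 2C TCR transgenic mouse naive CD8+ T cells | controls = Unloaded micro-vesicles (low), QL9 vesicles with 0.7% DMSO (high) | detection = cytometric PE anti-B7-1 and Alexa647 anti-CD8 signals after 1% paraformaldehyde fixation | incubation = binding step 1.5 h, 37 °C, antibody labelling 20 min, ice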
T cell HTS vesicle-bound % = further read-out of T cell HTS, marked with its call; double positive events, %; measured here: CD8+ vesicle-bound cell fraction;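 binding gate set so that unloaded-vesicle control wells show 10% double positive cells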
NTR1 ag cell count 20 µM = second read-out of NTR1 ag, no call of its own (marks repeat the call); cell count; measured here: cell count, cytotoxicity flag
The depositor's hits bear a star; i = inactive; ? = inconclusive; / = no result given; [ ] = dose if it differs, or a comment.

SMILES | PhoP inhibition | GPR35 arrestin U2OS | NTR1 ag | NTR1 ag cell count 20 µM | GPR55 beta-arrestin | West Nile virus CPE | KOR beta-arrestin-1 | KOR beta-arrestin-2 | GPR55 antagonists | T cell HTS | T cell HTS vesicle-bound %
Cc1ccc(S(=O)(=O)NC(=NC2CCCCC2)c2ccc(F)cc2)cc1 | -4.0% | 15.8% | -0.8 | 43 | 0.5% | -0.3% | 0.7% | -18.5% | 0.4% | i | 21.1
COc1ccc(C2N(c3ccc(F)cc3)C(=O)C3CCCN32)cc1 (centres undefined) | 4.7% | -1.1% | 0.2 | 66 | -0.2% | -0.1% | 5.7% | -23.9% | -15.1% | i | 16.0
CCOc1ccc(N(CC(=O)NC(C)(C)C)C(=O)CCC(=O)Nc2nccs2)cc1 | 1.1% | -6.4% | -0.4 | 54 | 0.6% | -0.4% | -3.4% | 6.7% | 6.5% | i | 57.2
O=C(COc1ccc(S(=O)(=O)NC2CCCCC2)cc1Cl)NCc1cccnc1 | 11.8% | 6.0% | -0.5 | 21 | -0.2% | -0.2% | 2.1% | 8.7% | 7.9% | i | 57.9
O=C(NCCCn1ccnc1)c1ccc(C(F)(F)F)cc1 | -0.1% | 12.9% | -0.8 | 72 | 1.3% | -0.2% | -4.9% | -16.7% | 7.3% | i | 53.8
O=C(O)CNC(=S)N(Cc1ccccc1F)C1CCCCC1 | -6.9% | 1.1% | -0.2 | 43 | -0.3% | 0.2% | 7.4% | -13.4% | 6.7% | i | 13.3
CCc1c(C(=O)NCCc2ccc(OC)c(OC)c2)[nH]c(C)c1C(C)=O | -7.8% | 16.9% | 3.5 | 87 | 0.2% | -0.7% | 0.2% | 11.1% | 0.2% | i | 24.9
CCOc1ccc(NC(=O)CN(C)C(=O)c2ccc(OCC3CCCO3)cc2)cc1OCC (centres undefined) | 8.5% | 5.8% | 1.4 | 77 | -0.1% | -0.3% | 1.8% | 9.7% | 12.3% | i | 19.8
O=C(c1ccc(S(=O)(=O)N2CCCC2)cc1)N(c1ccccc1)C1C=CS(=O)(=O)C1 (centres undefined) | 7.5% | -0.2% | -0.3 | 58 | -0.1% | 0.3% | 1.7% | -5.3% | 1.2% | i | 63.7
COc1cccc(C2/C(=C(\O)c3c(C)nc4c(C)cccn34)C(=O)C(=O)N2CCCN(C)C)c1 (centres undefined) | / | -1.2% | / | / | -0.1% | / | -3.9% | -20.5% | -0.5% | / | /
Cc1cc(C)nc(NC(=O)c2cccc([N+](=O)[O-])c2C)n1 | 3.3% | 2.6% | -0.8 | 63 | -0.1% | -0.2% | -2.1% | 0.5% | -14.1% | i | 0.5
O=c1cc(-c2ccc(Cl)cc2)[nH]c2ccccc12 | -1.1% | -8.7% | -0.4 | 55 | -0.6% | -1.3% | 1.2% | 8.0% | -3.6% | i | 29.2
CCN(C(=O)COc1ccc(C(=O)c2ccccc2)cc1)c1ccccc1 | 6.7% | -5.5% | -1.0 | 44 | -0.2% | -0.8% | -1.1% | -16.9% | -9.2% | i | 27.6
O=c1[nH]cnc2c1N1CCC2CC1 | -3.5% | -5.9% | -1.5 | 53 | -0.2% | 0.4% | -0.2% | -12.7% | 3.1% | i | 17.8
O=C(O)C(c1ccccc1)N1CCCCC1 (centres undefined) | 5.7% | 11.8% | -0.6 | 98 | -0.1% | -0.7% | / | 34.7%[20 µM] | -1.5% | i | 48.3
N#C[C@H]1C2OC2c2ccccc2N1C(=O)c1ccccc1 (some centres undefined) | 4.0% | / | -0.9 | 90 | / | -0.4% | / | / | / | i | 26.0
Cc1cccc(C)c1NC(=S)N(c1ccccc1)C(C)C | 3.6% | -13.5% | -1.9 | 69 | -0.5% | -0.5% | -1.3% | 35.0% | 7.1% | i | 34.9
COc1cccc(-c2noc(CCC(=O)NCC3CCCO3)n2)c1 (centres undefined) | -3.6% | 29.2% | 0.9 | 64 | -0.4% | 0.6% | -2.1% | 0.2% | 4.1% | i | 62.1
Cc1oc2cc(O)ccc2c(=O)c1Oc1ccccc1 | -10.0% | 8.0% | 0.0 | 55 | 0.2% | 0.6% | 2.1% | -20.3% | 1.7% | i | 29.3
COc1ccc(C(O)(CC(C)C)C(CN2CCOCC2)c2ccccc2)cc1 (centres undefined) | -1.4% | -6.6% | 0.6 | 43 | 0.0% | -0.2% | 0.2% | 13.6% | -3.4% | i | 26.3
Cc1nc(C(=O)N(C)C)nn1-c1cc(Cl)cc(Cl)c1 | -1.5% | 4.8% | -0.8 | 67 | -0.2% | -0.5% | -1.0% | -18.7% | -5.2% | i | 12.9
CC1CCN(CCc2nc3cc(NC(=O)Nc4ccccc4)ccc3n2C)CC1 | -11.9% | -17.1% | -0.6 | 65 | -0.1% | ? | -0.2% | -33.4% | 11.9% | i | 22.7
CN(c1ccc(C(=O)N2CCN(c3ccccc3F)CC2)cc1)S(=O)(=O)c1ccccc1 | 4.7% | 8.9% | 1.8 | 48 | ? | -0.5% | 4.1% | -35.6% | 2.0% | i | 27.1
O=c1c2cccnc2n(-c2ccccc2)n1Cc1ccc(Cl)cc1 | 3.5% | -15.1% | 0.9 | 39 | 1.6% | 1.1% | -2.1% | -4.7% | 3.1% | i | 41.5
O=C(CN1CCN(CC(=O)Nc2ccccc2Cc2ccccc2)CC1)Nc1ccccc1Cl | 2.3% | 21.0% | -0.2 | 39 | -0.4% | -0.8% | 4.2% | -28.7% | 10.5% | i | 27.8
Cc1cccc(NC(=O)COC(=O)c2ccccc2-c2nc3ccccc3s2)c1C | -3.6% | 2.8% | 2.0 | 74 | -0.1% | -0.7% | 0.0% | -7.6% | 4.6% | i | 49.5
COCC1CCCCN1Cc1cn[nH]c1-c1ccc2cc(OC)ccc2c1 (centres undefined) | 6.5% | -1.0% | -1.4 | 86 | 0.2% | -0.2% | / | -10.7%[20 µM] | 5.1% | i | 57.9
Cc1ccc(NC(=O)Cn2c(=S)[nH]c3ccccc32)cc1 | -5.2% | 4.1% | -0.3 | 96 | 0.2% | -0.7% | / | / | -0.8% | i | 37.9
Cc1cccn2c(=O)c3cc(C(=O)NCCc4ccccc4)c(=N)n(CC4CCCO4)c3nc12 (centres undefined) | -4.1% | -7.3% | 27.5 | 48 | 0.5% | -1.6% | -1.6% | -41.1% | 6.2% | i | 26.8
CC(C)Cc1cc(C(=O)NCCc2ccccc2)no1 | 14.5% | 17.6% | -0.3 | 62 | 0.3% | 0.0% | -1.9% | -4.6% | 7.1% | i | 19.0

Overlap with the part before: two compounds, followed by the next part.
SMILES | PhoP inhibition | GPR35 arrestin U2OS | NTR1 ag | NTR1 ag cell count 20 µM | GPR55 beta-arrestin | West Nile virus CPE | KOR beta-arrestin-1 | KOR beta-arrestin-2 | GPR55 antagonists | T cell HTS | T cell HTS vesicle-bound %
Cc1cccn2c(=O)c3cc(C(=O)NCCc4ccccc4)c(=N)n(CC4CCCO4)c3nc12 (centres undefined) | -4.1% | -7.3% | 27.5 | 48 | 0.5% | -1.6% | -1.6% | -41.1% | 6.2% | i | 26.8
CC(C)Cc1cc(C(=O)NCCc2ccccc2)no1 | 14.5% | 17.6% | -0.3 | 62 | 0.3% | 0.0% | -1.9% | -4.6% | 7.1% | i | 19.0
CCOP(=O)(c1ccc(N(C)C)cc1)C(O)c1ccccc1 (centres undefined) | 1.2% | -3.1% | 1.1 | 82 | 0.0% | 0.4% | 7.8% | -39.7% | -4.3% | i | 31.4
Cc1ccc(C(=O)N2CCN(S(=O)(=O)c3ccccc3[N+](=O)[O-])C2)cc1 | -0.9% | 6.9% | 1.2 | 93 | 0.3% | -0.4% | -3.1% | -7.3% | 9.9% | i | 59.0
Cc1ccc(-c2csc(C3C(N)=NC(S)=C(C#N)C34CCCCC4)n2)cc1 (centres undefined) | -3.6% | -7.3% | 3.5 | 85 | -0.1% | -0.4% | -0.4% | -11.2% | -6.2% | i | 40.3
Cn1c(=O)c2ncn(CC(=O)Nc3cccc(-c4nc5ccccc5s4)c3)c2n(C)c1=O | -1.9% | -12.6% | 2.1 | 51 | -0.1% | -0.8% | / | / | -8.6% | i | 4.9
CN(C)CCNc1ccc(-c2n[nH]c(=O)c3ccccc23)cc1[N+](=O)[O-] | / | -6.7% | 1.8 | 75 | -0.1% | 0.7% | 2.1% | -2.2% | 2.1% | / | /
COc1cc2c(cc1OC)CN(CC(=O)Nc1ccc(C#N)cc1)CC2 | -13.1% | 7.9% | -1.1 | 87 | 0.0% | -0.5% | -2.5% | 6.9% | -2.1% | i | 10.3
COCCNC(=O)Cn1c(=O)n(CCCC(=O)NCc2ccc3c(c2)OCO3)c(=O)c2sccc21 | 0.8% | 7.4% | 1.8 | 41 | -0.2% | 0.1% | -2.5% | 6.1% | -1.9% | i | 16.0
Cc1cc(C)cc(N(C(=O)c2csnn2)C(C(=O)NC2CCCC2)c2cccnc2)c1 (centres undefined) | 1.9% | -9.5% | -0.9 | 54 | 0.2% | -1.3% | -0.5% | -6.0% | -5.0% | i | 7.0
CCC(CC)c1nnc(NC(=O)c2ccc(N3CCCCC3)c([N+](=O)[O-])c2)s1 | -6.2% | -11.9% | 2.8 | 84 | -0.2% | -1.1% | -2.0% | 14.4% | -25.8% | i | 59.2
CCCCOC(=O)C1=C(C)Nc2ncnn2C1c1ccc(OC)c(OC)c1OC (centres undefined) | -10.8% | -3.7% | -0.7 | 70 | -0.4% | -0.3% | -4.3% | 5.0% | -6.2% | i | 51.2
Cc1cccc(C)c1NC(=O)CSc1nc(C2CC2)nc2ccccc12 | 0.5% | 5.2% | 0.7 | 26 | -0.3% | -0.1% | -0.7% | -37.1% | -3.8% | i | 28.9
C=CCN=C(NC#N)SCc1ccccc1Cl | 37.6% | -4.8% | -0.5 | 71 | -0.2% | 0.1% | -7.0% | 18.1% | -5.2% | i | 59.8
COc1cc(C(=O)NC2CC3CCCC(C2)N3C2CC2)cc(OC)c1OC (centres undefined) | -4.0% | 13.7% | 0.8 | 74 | 0.2% | -0.6% | -1.3% | -33.6% | 8.0% | i | 28.9
